Bioassay records from PubChem.
RXFP1 agonist: activates the human relaxin receptor RXFP1 | AID 2676 | 0.3% of 370,000 active | Potency, µM (titrated, usually from 57.5 µM), without a hit: at the highest dose activation, hits mostly activators | Q9HBX9 | HEK293T-RXFP1 cAMP TR-FRET, 30 min; response scale: percent of porcine relaxin response, buffer zero; further: potency means the concentration at half of the fitted maximal effect; on the % scale 0 is the no-effect control and ±100 the full control effect; nearly all actives have a fitted effect of over 60% in size; many of its hits are not listed in these tables
Target sequence (Q9HBX9 whole entry, looked up): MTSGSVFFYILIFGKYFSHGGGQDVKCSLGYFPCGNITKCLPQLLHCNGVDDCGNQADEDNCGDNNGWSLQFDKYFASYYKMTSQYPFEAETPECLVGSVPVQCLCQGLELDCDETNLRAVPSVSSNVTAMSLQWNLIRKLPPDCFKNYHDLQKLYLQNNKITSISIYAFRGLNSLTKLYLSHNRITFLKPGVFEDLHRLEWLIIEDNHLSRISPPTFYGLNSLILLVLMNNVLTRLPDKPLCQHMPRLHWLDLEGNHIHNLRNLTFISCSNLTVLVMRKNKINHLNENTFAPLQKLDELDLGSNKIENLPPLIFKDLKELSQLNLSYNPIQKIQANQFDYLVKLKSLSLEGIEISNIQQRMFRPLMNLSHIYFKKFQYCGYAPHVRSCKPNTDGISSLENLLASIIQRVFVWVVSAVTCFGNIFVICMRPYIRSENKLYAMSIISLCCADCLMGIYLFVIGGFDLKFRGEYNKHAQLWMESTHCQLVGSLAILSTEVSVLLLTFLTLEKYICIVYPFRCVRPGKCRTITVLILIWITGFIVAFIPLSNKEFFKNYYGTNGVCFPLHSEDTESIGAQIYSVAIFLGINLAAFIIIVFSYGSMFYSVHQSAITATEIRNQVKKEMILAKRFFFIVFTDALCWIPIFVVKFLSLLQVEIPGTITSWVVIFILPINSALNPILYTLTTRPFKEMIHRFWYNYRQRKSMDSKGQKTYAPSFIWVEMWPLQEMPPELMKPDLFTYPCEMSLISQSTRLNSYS
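HEK293 cells stably expressing RXFP1, treated 30 min at 37C with compounds plus PDE4 inhibitor Ro 20174; cAMP measured by HTRF TR-FRET. Normalized to buffer and 29 nM porcine relaxin; EC50 by Hill fit.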
Vif-APOBEC3G blk: inhibitors of Vif-APOBEC3G interaction; Q9HC16; HeLa A3G-eYFP + Vif (tagged APOBEC3G with the HIV-1 protein that degrades it), YFP fluorescence, overnight; Potency, µM (series often up to 46.1 µM), inactives show at the top dose activity, negative = active, usual class: inhibitors; 0.076% of 410,000 active; AID 602310;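 further: potency means the concentration at half of the fitted maximal effect; on the % scale 0 is the no-effect control and ±100 the full control effect; nearly all actives have a fitted effect of over 60% in size; hits raise eYFP signal because A3G escapes Vif-driven loss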
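HeLa cells stably expressing Vif and C-terminally eYFP-tagged A3G, seeded overnight at 37 deg C, then exposed to compound by pintool overnight at 37 deg C. Rise in yellow fluorescence (Ex 488/Em 500-530, Acumen) marks blocked Vif-driven A3G degradation.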
GRP78 ERSR act: induces the endoplasmic reticulum stress response in human glioma cells; U87-MG GRP78 promoter luciferase reporter, 16 h; Potency, µM, inactives show at the top dose activation, hits mostly activators; 0.02% of 420,000 active; further: potency means the concentration at half of the fitted maximal effect; series mostly up to about 76 µM; % of control where 0% means no effect; nearly all actives have a fitted effect of over 35% in size
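Stably transfected U87-MG glioma cells carrying a GRP78-based luciferase sensor; 16 h compound incubation. Luminescence end-point read 10 min after Bright-Glo addition at room temperature.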
LDHA block: inhibitors of human lactate dehydrogenase A. P00338. purified LDHA, NADH/diaphorase-resazurin fluorescence; stronger effect = lower value. activity change, % (values are at about 110 or 230 µM). 0.15% of 480,000 active; in the data active means activity change below about -30%; inconclusive means mostly about -25% to -30%;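 further: plate controls were DMSO wells for no effect and wells without enzyme for full effect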
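Enzyme activity of human lactate dehydrogenase 5 (2 nM; 0.06 mM NADH, 0.2 mM pyruvate, 5 min, RT) is measured via a resazurin/diaphorase fluorescence readout of residual NADH.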
USP1-UAF1 inh: USP1/UAF1 (human) deubiquitinase inhibition; recombinant USP1/UAF1, Ub-Rhodamine cleavage fluorescence; Potency, µM (titrated, usually from 57.1 µM), inactives show top-dose activity change, negative = inhibition, usual class: inhibitors; 0.23% of 390,000 active; AID 743255; further: potency means the concentration at half of the fitted maximal effect; on the % scale 0 is the no-effect control and ±100 the full control effect; nearly all actives have a fitted effect of over 60% in size; inactives centre near -12
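Step one: compound is pinned into 1nM USP1/UAF1 in HEPES pH 7.8 buffer with TCEP. Step two: 15 min room-temperature incubation. Step three: Ub-Rho (150nM final) starts cleavage, tracked by fluorescence over six one-minute reads.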
Vif-A3F inh: Vif-A3F binding inhibition | HeLa A3F-eYFP + Vif (tagged APOBEC3F with the HIV-1 protein that degrades it), YFP fluorescence increase | Potency, µM (top dose mostly 46.1 µM), for inactives: top-dose activity, negative = active | 0.2% of 390,000 active; further: potency means the concentration at half of the fitted maximal effect; % of control where 0% means no effect; nearly all actives have a fitted effect of over 65% in size
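HeLa cells stably expressing A3F-eYFP plus Vif, plated and incubated overnight at 37 deg C, then exposed to compounds overnight at 37 deg C. Blocked degradation read as raised yellow fluorescence (Ex 488/Em 500-530).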
mIDH1 inhibitor: inhibitors of human mutant IDH1 R132H; O75874; IDH1-R132H enzyme, NADPH consumption, diaphorase/resazurin fluorescence; Potency, µM (highest dose often 76.6 µM), inactives show at the highest dose activity change, negative = inhibition, actives largely listed as inhibitors; 0.093% of 390,000 active; further: potency means the concentration at half of the fitted maximal effect; on the % scale 0 is the no-effect control and ±100 the full control effect; nearly all actives have a fitted effect of over 65% in size
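IDH1-R132H (0.5 ug/mL) preincubated 30 min with compound, then NADPH (0.016 mM) and alpha-KG (2 mM) added; 80 min at RT, pH 7.5. Remaining NADPH coupled via diaphorase/resazurin to fluorescence (540/590 nm); concentration-response curves normalized to no-enzyme control.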
TrxR1 substrate: rat thioredoxin reductase 1 substrate activity; O89049; purified TrxR1 substrate turnover, NADPH consumption readout; Potency, µM (doses to about 114 µM), inactives show top-dose activity change, negative = substrate turnover; 0.01% of 390,000 active; further: potency means the concentration at half of the fitted maximal effect; on the % scale 0 is the no-effect control and ±100 the full control effect; nearly all actives have a fitted effect of over 50% in size
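Rat TrxR1, dispensed at 90 nM, was prereduced with 400 uM NADPH (final) for 5 min at ~22 deg C, then incubated with compound 15 min before 400 uM selenite. A first-read NADPH fluorescence drop versus no-compound background flagged substrates.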
PI4K2A block: PI4K2A (human) kinase inhibition; purified PI4K2A, ADP-Glo luminescence, 1 h; stronger effect = lower value; activity change, negative = inhibition, % at 76.9 µM; 0.13% of 420,000 active; AID 1346378; in the data active means activity change below about -50%; inconclusive means mostly about -30% to -49%;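 further: -100% = wells without enzyme as full effect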
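Compounds are screened against recombinant PI4K2A using PI as substrate and ATP, the latter dispensed at 300 microM. Reactions run one hour at ambient temperature before ADP-Glo detection; full inhibition defined by wells lacking enzyme.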
An asterisk follows results filed as active; ? = inconclusive; / = no result given; [ ] = another dose, or the depositor's remark. Unless noted, the call rests on the fitted dose curve; in most records, active means well fitted curve in the direction sought with a large enough effect; inconclusive means small, poorly fitted or top-dose-only effect, or another doubt; inactive means no such curve, though single readings can be large; an effect the other way counts as inactive or inconclusive. Some of the compounds tested; the hit share may differ from the screen's.

SMILES	RXFP1 agonist	Vif-APOBEC3G blk	GRP78 ERSR act	LDHA block	USP1-UAF1 inh	Vif-A3F inh	mIDH1 inhibitor	TrxR1 substrate	PI4K2A block
COc1ccc(CCNC(=O)CSc2ccc3nnc(CCNC(=O)c4ccc(C)cc4)n3n2)cc1OC	/	0%	-3%	-3	-6%	7%	0%	-7%	7
COc1ccc(C2=NN(CC(=O)NCc3ccco3)C(=O)CC2)cc1	0.7%	0%	-3%	1	-5%	6%	1%	-17%	1
COC(=O)CCC(=O)Nc1cccc2c(NC(=O)CCC(=O)OC)cccc12	-0.2%	2%	-8%	14	-10%	-1%	7%	-3%[57.1 µM]	3
O=C(O)CN(CCc1ccccc1)S(=O)(=O)c1ccccc1	-0.4%	-2%	3%	-3	-16%	-4%	-14%	4%	-4
COc1ccc(O)c(C(=O)/C=C/c2cc3ccccc3o2)c1	0.7%	-5%	2%	-1	?	-2%	2%	-8%	18
COc1ccc(C(=O)NCCOc2ccccc2)cc1S(=O)(=O)N1CCOCC1	-0.1%	0%	-5%	-3	-7%	-6%	10%	5%	6
O=C(Cc1ccc(Br)cc1)NCCc1ccccc1	/	-8%	3%	-13	-19%	7%	1%	2%	-1
CCOC(=O)CNC(=O)C1CCN(S(=O)(=O)c2ccc(-c3nn[nH]n3)cc2)CC1	1.9%	1%	1%	4	-11%	5%	7%	4%[57.1 µM]	-1
COc1ccc(CCNC(=O)C(C)n2c(=O)cc(-c3ccccc3)c3c(C)nn(C)c32)cc1OC (configuration not stated)	-0.3%	-4%	-6%	2	-27%	-7%	-4%	2%[57.1 µM]	-3
CC1=C(C(=O)Nc2ccccn2)C(c2ccc(Cl)cc2Cl)NC(=S)N1 (configuration not stated)	5.7%	-6%	7%	-4	-3%	7%	15%	-3%[57.1 µM]	0
Cc1ccc(C)c(N2CCN(S(=O)(=O)c3ccc(F)c(C(=O)Nc4ccc(Cl)cc4Cl)c3)CC2)c1	25%	5%	0%	-6	6%	2%	-6%	2%[57.1 µM]	-3
CCOc1cc(CNc2ccc(N3CCOCC3)cc2)cc(Br)c1OCC	0.3%	-13%	-4%	2	-16%	7%	7%	-5%[57.1 µM]	-5
c1ccc2oc(SCc3cn4ccccc4n3)nc2c1	-0.3%	3%	-1%	3	-6%	3%	1%	-8%	-1
CNC(=S)N(CCc1cccc(C)c1)Cc1cc2cc(OC)c(OC)cc2[nH]c1=O	-0.5%	-4%	-6%	-2	-6%	-2%	3%	24%	2
O=C(NCCNC(=O)c1cnccn1)c1ccc(Cl)cc1	-0.7%	4%	-4%	1	-7%	-7%	-14%	-6%	-15
Cn1c(CCNC(=O)c2cccs2)nnc1SCC(=O)N1CCN(c2ccccc2)CC1	0.7%	4%	-3%	3	-15%	-21%	6%	7%	4
Cc1ccc2c(c1)c1c3n2CCN(C(=O)Cn2c(-c4ccccc4)noc2=O)C3CCC1 (configuration not stated)	0.0%	-1%	-2%	2	?	-8%	-2%	3%	0
CCCC(=O)C1=C(N(C)c2ccccc2)CC(C)(C)C(C(=O)OC)C1=O (configuration not stated)	0.6%	1%	-2%	-2	-23%	0%	4%	8%[57.1 µM]	8
CCOc1ccc(CN2CCSCC2)cc1	0.9%	0%	-1%	-14	-12%	3%	10%	8%[57.1 µM]	1
COc1ccc(CC(=O)c2ccc(OC3OC(CO)C(O)C(O)C3O)cc2O)cc1 (configuration not stated)	0.0%	-5%	3%	-1	-8%	1%	2%	2%	10
O=C(CN1CCC(NC(=O)Nc2ccccc2-c2ccccc2)CC1)NCc1ccco1	-0.3%	0%	0%	-11	5%	-17%	10%	-6%	-2
CC(=O)Nc1ccc(S(=O)(=O)N(C)c2ccc(OCC(=O)Nc3ccccc3C(C)=O)cc2)cc1	0.0%	-5%	-1%	-6	-8%	-5%	7%	-11%	4
COc1ccc(-c2cc(C)no2)cc1S(=O)(=O)N1CCN(c2ccc(C(C)=O)cc2)CC1	-1.1%	7%	-2%	-3	3%	-4%	4%	4%[57.1 µM]	1
CCCC[C@@H]1CNC(=S)N1CCc1cccc(F)c1	0.7%	5%	-2%	-4	-21%	0%	2%	9%[57.1 µM]	4
COc1ccc(-n2c(=O)c3c(c4cc(OC)ccc4n3C)n(Cc3c(F)cccc3Cl)c2=O)cc1	1.9%	3%	1%	3	-19%	-2%	8%	6%	2

Exported bar-delimited: entries from further up
SMILES | RXFP1 agonist | Vif-APOBEC3G blk | GRP78 ERSR act | LDHA block | USP1-UAF1 inh | Vif-A3F inh | mIDH1 inhibitor | TrxR1 substrate | PI4K2A block
COc1ccc(C2=NN(CC(=O)NCc3ccco3)C(=O)CC2)cc1 | 0.7% | 0% | -3% | 1 | -5% | 6% | 1% | -17% | 1
CCCC[C@@H]1CNC(=S)N1CCc1cccc(F)c1 | 0.7% | 5% | -2% | -4 | -21% | 0% | 2% | 9%[57.1 µM] | 4
COc1ccc(CC(=O)c2ccc(OC3OC(CO)C(O)C(O)C3O)cc2O)cc1 (configuration not stated) | 0.0% | -5% | 3% | -1 | -8% | 1% | 2% | 2% | 10

(list continues)
SMILES	RXFP1 agonist	Vif-APOBEC3G blk	GRP78 ERSR act	LDHA block	USP1-UAF1 inh	Vif-A3F inh	mIDH1 inhibitor	TrxR1 substrate	PI4K2A block
O=C1CCC2(CCCC2)c2ccccc21	/	-3%	-3%	-1	-3%	-10%	2%	/	0
Cc1ccc2c(c1)N(CC(=O)N1CCCc3ccccc31)C(=O)C(C)O2 (configuration not stated)	-0.2%	0%	2%	-1	-27%	-3%	-4%	-3%	-5
CCC1(c2ccccc2)NC(=O)N(CC(=O)Nc2cc(S(=O)(=O)N3CCOCC3)ccc2OC(C)C)C1=O (configuration not stated)	0.3%	-5%	-5%	0	-6%	13%	9%	0%	2
CC1=C(C(N)=O)C(c2ccc(C)cc2)n2nc(SCc3ccccc3)nc2N1 (configuration not stated)	1.4%	2%	-2%	-9	-4%	1%	2%	-1%	-4
COc1ccc(NC(=O)Cn2cnc3c(nc4n3CCCCC4)c2=O)cc1Cl	0.8%	-2%	-3%	-11	-20%	0%	-6%	-7%	0
CCOC(=O)C1CCN(C(=O)CN2C(=O)C(CC)Oc3ccccc32)CC1 (configuration not stated)	0.2%	1%	-3%	1	?	-14%	1%	-4%	-4
O=C(Nc1cccc2c1CCCC2)C1CCN(C(=O)NC2CCCCC2)CC1	1.3%	-3%	-3%	-1	-16%	3%	8%	0%	2
CCC(Sc1nncn1C)C(=O)Nc1nnc(-c2ccccc2Cl)s1 (configuration not stated)	-0.5%	-7%	-1%	-4	-15%	2%	19%	-7%[57.1 µM]	-1
Cc1ccc2[nH]c3c(c2c1)CN(C)CC3	-2.5%	-3%	-4%	-2	-7%	-13%	4%	-5%	15
CCOC(=O)c1sc2nc(C)n(N)c(=O)c2c1C	7.8%	0%	1%	3	-20%	-9%	5%	-1%[57.1 µM]	-3
Nn1c(SCC(=O)Nc2cc(S(=O)(=O)N3CCOCC3)ccc2Cl)nnc1-c1cccnc1	2.3%	5%	-3%	-4	-14%	0%	8%	7%	-1
O=C(Cc1cc(=O)oc2cc(O)ccc12)NC(Cc1ccc(Cl)cc1)C(=O)O (configuration not stated)	15%	2%	-5%	-3	-20%	5%	-4%	/	-2
CC(=O)c1nn(-c2ccc(OC(F)(F)F)cc2)nc1Nc1ccccc1	-1.0%	0%	0%	-3	-3%	-6%	-3%	0%	1
CCOC(=O)/C=c1\s/c(=C\c2ccc(C#N)cc2)c(=O)n1CC(=O)NCc1ccco1	2.1%	1%	-2%	-7	-22%	7%	-5%	-1%[57.1 µM]	-6
O=C1CC(N2CCN(c3nc4ccccc4s3)CC2)C(=O)N1c1cccc(F)c1 (configuration not stated)	-1.2%	0%	-3%	-1	-2%	2%	1%	2%	-1
CCOc1ccc(N2C(=O)C(Cl)=C(Nc3ccccc3O)C2=O)cc1	-1.3%	-11%	10%	11	-20%	-9%	11%	4%[57.1 µM]	1
CCC(Cc1ccccc1)NC(=O)CSc1ccsc1[N+](=O)[O-] (configuration not stated)	2.5%	-6%	-2%	-7	-13%	-13%	-1%	-2%[57.1 µM]	-1
Cc1cccc(NC(=O)CSc2nc3c(sc4ccccc43)c(=O)n2CCCC(=O)NC2CCCC2)c1	16%	-2%	-1%	-2	9%	-1%	-11%	8%	1
Cc1cc(C)c(S(=O)(=O)NCC(CCC(=O)O)C(F)(F)F)c(C)c1 (configuration not stated)	-0.5%	-2%	-4%	-4	-17%	5%	0%	8%[57.1 µM]	6
CC(Sc1nc(N2CCCCC2)c2c(c1C#N)CCCC2)C(=O)O (configuration not stated)	2.7%	-3%	-3%	-6	-13%	-5%	5%	11%[57.1 µM]	2
COc1ccc(CNC(=O)C(C)N2Cc3ccccc3C2=O)cc1 (configuration not stated)	2.5%	2%	-3%	-2	5%	-4%	-10%	-3%[57.1 µM]	1
O=C(Cn1c(=O)c(=O)n(Cc2ccccc2)c2ccc(Cl)cc21)Nc1cccc(F)c1	19%	-10%	-4%	3	-20%	-22%	2%	37%[activator]	2
Cc1ccc(CNC(=O)C2CCCN(S(=O)(=O)c3cccc4nonc34)C2)cc1 (configuration not stated)	5.0%	4%	-2%	-13	-9%	-25%	0%	-8%	21
Cc1cc(=O)[nH]c(SCC(=O)N2CCCC(C)C2)n1 (configuration not stated)	-1.1%	5%	-2%	-14	-15%	-4%	-2%	1%	2
